Compound activity from PubChem.
EPAC1 antagonist: qHTS for Antagonist of cAMP-regulated guanine nucleotide exchange factor 3 (EPAC1): primary screen. 360,000 compounds, 0.14% hits. EPAC1 GEF assay, Rap1b-BODIPY-GDP exchange fluorescence. Rap guanine nucleotide exchange factor 3 (Homo sapiens), O95398. Potency, µM (titrated, usually from 115 µM), inactives show at the top dose activity change, negative = inhibition, hits mostly inhibitors;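 also: potency is read from the fitted curve at half-maximal effect; plate controls were vehicle for no effect and positive control for full effect; nearly all actives have a fitted effect of over 50% in size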
PLK1 PBD block: qHTS for Inhibitors of PLK1-PDB (polo-like kinase 1 - polo-box domain): Primary Screen; Serine/threonine-protein kinase PLK1 (Homo sapiens), P53350; Plk1 PBD binding of FITC phosphopeptide, fluorescence polarization; Potency, µM, without a hit: max response, negative = inhibition, actives largely listed as inhibitors; 360,000 compounds, 2.8% hits; AID 720504, 2013; also: potency is read from the fitted curve at half-maximal effect; series mostly up to about 57 µM; % is scaled to controls: 0 for no effect and ±100 for the full control effect; nearly all actives have a fitted effect of over 65% in size
IL2 activator: qHTS of IL-2 Activators. IL-2 activation reporter assay, cell-based qHTS; stimulated with anti-CD3/CD4/CD28 beads; in transgenic mouse T cells. activation, % (series mostly up to about 46 µM). 360,000 compounds, 0.065% hits; in the data active = activation above about 50%; inconclusive = mostly about 30% to 49%; also: 0% is about no effect
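Unstimulated transgenic mouse T cells preincubated 60 min with compound, then stimulated with anti-CD3/anti-CD4-coated beads plus anti-CD28 for 18 h at 37 degrees C. IL-2 response read as EGFP and DsRed fluorescence by plate cytometry.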
EPAC1 agonist: qHTS for Agonist of cAMP-regulated guanine nucleotide exchange factor 3 (EPAC1): primary screen. Rap guanine nucleotide exchange factor 3 (Homo sapiens), O95398. EPAC1 agonist qHTS, biochemical assay; response scale: 100% = response to 6.5 mM cAMP. Potency, µM (titrated, usually from 154 µM), for inactives: at the top dose activation, most hits filed as activators. 360,000 compounds, 0.073% hits. AID 720707, 2013; also: potency is read from the fitted curve at half-maximal effect; nearly all actives have a fitted effect of over 60% in size
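Read-out is the fluorescence drop as BODIPY-GDP leaves Rap1B (480 nm excitation, 540 nm emission), recorded every 5 minutes over 30 minutes. Reactions held 100 nM EPAC1, 250 nM Rap1B–BODIPY-GDP and 50 uM GDP, with 6.5 mM cAMP setting full activation.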
WRN inhibitor: qHTS for Inhibitors of WRN Helicase | Potency, µM (doses to about 114 µM), for the others: top-dose activity change, negative = inhibition, actives largely listed as inhibitors | AID 651768, 2012 | Bifunctional 3'-5' exonuclease/ATP-dependent helicase WRN (Homo sapiens), Q14191 | 360,000 compounds, 0.46% hits | WRN helicase unwinding, fluorescent forked duplex, kinetic; also: potency is read from the fitted curve at half-maximal effect; % is scaled to controls: 0 for no effect and ±100 for the full control effect; nearly all actives have a fitted effect of over 55% in size
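Enzyme (20 nM final) and test compound sit together 15 min at room temperature before substrate addition. Substrate is a single-forked duplex oligonucleotide (100 nM) labelled with fluorophore and quencher, with 2 mM ATP; helicase unwinding raises red fluorescence, read kinetically.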
Abeta rescue: qHTS for compounds that reverse cellular toxicity of Amyloid beta (A-beta) peptide in yeast: Primary Screen | yeast expressing A-beta42, growth rescue, OD600, 48 h; response scale: 0% DMSO, 100% iron-clioquinol control | Potency, µM (titrated, usually from 46.1 µM), for the others: top-dose growth rescue, actives largely listed as activators | 410,000 compounds, 0.063% hits | AID 1347071, 2019; also: potency is read from the fitted curve at half-maximal effect; nearly all actives have a fitted effect of over 55% in size
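Growth rescue measured by 600 nm absorbance after 48 h yeast culture at 30 C with compound. Values normalized between DMSO and an equimolar ferric chloride plus clioquinol control.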
PI5P4K alpha inh: qHTS for Inhibitors of phosphatidylinositol 5-phosphate 4-kinase (PI5P4K). Phosphatidylinositol 5-phosphate 4-kinase type-2 alpha (Homo sapiens), P48426. PI5P4Kalpha enzyme, ADP-Glo luminescence, 60 min; hits give low values. max response, %. 330,000 compounds, 1.2% hits. AID 652105, 2013; active = max response of -50% or lower; inconclusive = between -30% and -50%; inactive = -30% or higher; also: value at the top dose of about 77 µM; % is scaled to controls: 0 for no effect and ±100 for the full control effect
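Enzyme plus substrate dispensed, test compounds pinned in, then ATP (5 microM final) added. After 60 min at RT, ADP-Glo reagent 1 for 45 min and reagent 2 for 30 min preceded luminescence imaging.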
FUS yeast rescue: qHTS for Suppressors of FUS Proteinopathy: Primary screen using FUS-linked yeast assay | 390,000 compounds, 0.24% hits | AID 1347120, 2019 | S. cerevisiae FUS-expressing, growth rescue, OD600, 24 h | Potency, µM (doses to about 76.6 µM), inactives show at the top dose growth rescue (activation), actives largely listed as activators;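 also: potency is read from the fitted curve at half-maximal effect; plate controls were DMSO vehicle for no effect and reference control for full effect; nearly all actives have a fitted effect of over 55% in size; some results filed as inactive show a strong effect at the top dose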
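Quantitative HTS measuring growth restoration of FUS-toxic yeast. Galactose-induced cells (OD 0.005) were exposed 24hr at 30C to compounds at several concentrations, then absorbance at 600 nm was recorded.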
The depositor's hits bear a star; ? = inconclusive; nt = no result given; [ ] = remark or other dose. Unless noted, calls follow the shape of the dose curve; as a rule, active = well fitted curve in the direction sought with a large enough effect; inconclusive = small, poorly fitted or top-dose-only effect, or another doubt; inactive = no such curve, though single readings can be large; an effect the other way counts as inactive or inconclusive.

1: Oc1[nH]c2ccc(Br)cc2c1N=Nc1nn[nH]n1
2: O=C(O)/C=C/C(=O)Nc1ccc(SC(F)(F)C(F)(F)C(F)(F)F)cc1
3: O=C(COC(=O)COc1cccc2ccccc12)NCC(F)(F)F
4: C=CCNC(=S)NNC(=O)COc1ccc(Cl)cc1Cl
5: O=C(Nc1ccccc1Cl)c1cccs1
6: O=C(NCc1ccco1)c1c(F)c(F)c(F)c(C(=O)NCc2ccco2)c1F
7: CC1CN(C2=N/C(=C/c3ccc4c(c3)OCO4)C(=O)N2)CC(C)O1 (stereo not drawn)
8: Cc1cc(S(=O)(=O)NC2CCCC2)ccc1F
9: COc1ccc(C(=O)NCC(=O)Nc2ccc(F)cc2)cc1OC
10: N/C(Cc1ccc([N+](=O)[O-])cc1)=N\OC(=O)COc1ccc2ccccc2c1

screen / no. | 1 | 2 | 3 | 4 | 5 | 6 | 7 | 8 | 9 | 10
EPAC1 antagonist | 1% | -5% | -9% | 7% | 10% | ? | -24% | -5% | -8% | -6%
PLK1 PBD block | -6% | ? | -7% | -15% | -3% | -24% | 5% | -10% | -5% | -1%
IL2 activator | 1.3 | 0.8 | -1.5 | -0.4 | 0.6 | -0.8 | -1.7 | -1.6 | -2.1 | -1.3
EPAC1 agonist | -7% | -13% | -12% | 15% | -10% | 0% | 6% | 4% | 6% | 12%
WRN inhibitor | -6% | -9% | 1% | -26% | -28%[57.1 µM] | -33% | 0%[57.1 µM] | -4% | -5% | -20%
Abeta rescue | -28% | -6% | -4% | 1% | 4% | -13% | 6% | 0% | -13% | ?
PI5P4K alpha inh | -58* | -20 | -5 | 1 | 3 | -30 | 0 | -3 | nt | nt
FUS yeast rescue | -4% | -31% | 19% | -1% | -18% | 16% | 9% | -17% | 22% | -12%

Record cards, from the list above. Order of values: EPAC1 antagonist | PLK1 PBD block | IL2 activator | EPAC1 agonist | WRN inhibitor | Abeta rescue | PI5P4K alpha inh | FUS yeast rescue
O=C(COC(=O)COc1cccc2ccccc12)NCC(F)(F)F as listed: -9% | -7% | -1.5 | -12% | 1% | -4% | -5 | 19%
Cc1cc(S(=O)(=O)NC2CCCC2)ccc1F as listed: -5% | -10% | -1.6 | 4% | -4% | 0% | -3 | -17%
Oc1[nH]c2ccc(Br)cc2c1N=Nc1nn[nH]n1 as listed: 1% | -6% | 1.3 | -7% | -6% | -28% | -58* | -4%

The list continues.
11: CCOc1ccc(Br)cc1-c1noc(-c2cccs2)n1
12: COCCCNC(=O)CC(NCCCOC)C(=O)O (stereo not drawn)
13: CC12CCC(C(N)C1=O)C2(C)C (stereo not drawn)
14: CC(=O)NC(Cc1ccc(C)cc1)C(=O)NC1CCN(S(=O)(=O)c2ccccc2)CC1 (stereo not drawn)
15: CCOC(=O)CP(=O)(c1ccccc1)c1ccccc1
16: CSc1sc(C(=O)NNC(C)=O)c2c1C1(CCC2)SCCS1
17: Cc1cnc(NC(=O)c2ccc(-c3ccc([N+](=O)[O-])cc3)o2)s1
18: CCOC(=O)c1cc(C)sc1NC(=O)c1ccc(Cl)s1
19: O=C(NCC1CCCO1)c1ccccc1-c1nc(-c2ccccc2Cl)no1 (stereo not drawn)
20: Cn1nnc2cc(NC(=O)Nc3cccc(Cl)c3)ccc21

screen / no. | 11 | 12 | 13 | 14 | 15 | 16 | 17 | 18 | 19 | 20
EPAC1 antagonist | 7% | -5% | 1% | -19% | -11% | -5% | -10% | 0% | -1% | 6%
PLK1 PBD block | 0% | -4% | 4% | 1% | -2% | -14% | 0% | -24% | -3% | 4%
IL2 activator | -1.3 | 0.5 | -2.4 | -2.4 | 0.0 | 0.7 | -0.4 | 1.2 | -0.6 | -2.1
EPAC1 agonist | -6% | 6% | 0% | -3% | 2% | -6% | -3% | 10% | -1% | 4%
WRN inhibitor | -4% | 0% | 2% | -2% | -1% | 10% | 9% | -1% | -6% | 5%
Abeta rescue | -3% | -3% | 2% | -2% | 9% | -2% | -2% | 9% | 5% | -20%
PI5P4K alpha inh | 19 | 5 | 5 | -3 | 0 | 0 | -4 | 1 | 9 | -11
FUS yeast rescue | 1% | 11% | nt | 12% | 16% | 18% | -8% | -13% | 6% | -25%

21: NC(=O)Cc1ccc(C(=O)c2ccc(F)cc2)s1
22: CCC(=O)Oc1ccc(C2N(C(=O)CC)CCN2S(=O)(=O)c2ccc(C)cc2)cc1OC (stereo not drawn)
23: O=C(Nc1ccc2ccccc2c1)c1ccccc1F
24: Cc1cc(C)c(S(=O)(=O)N2CCCCC2CCNC(=O)C(=O)NCc2ccco2)c(C)c1 (stereo not drawn)
25: COc1ccccc1C(=O)NCC(=O)NC1CCCc2ccccc21 (stereo not drawn)
26: CC(C)Cn1c(SCC(=O)NC2CC2)nc2ccc(Cl)cc2c1=O
27: Cc1ccc(CN2CCCN(Cc3cc(C)ccc3C)S2(=O)=O)cc1
28: CCOc1ccc(OCCC(=O)OCC(=O)NC2CC2)cc1
29: COc1ccc(CC(=O)Oc2ccccc2[N+](=O)[O-])cc1
30: Cc1csc2cc(-c3cccc([N+](=O)[O-])c3)c(-c3cccc([N+](=O)[O-])c3)c[n+]12

screen / no. | 21 | 22 | 23 | 24 | 25 | 26 | 27 | 28 | 29 | 30
EPAC1 antagonist | 6% | 10% | 12% | -13% | 10% | 2% | 16% | 8% | 11% | -7%
PLK1 PBD block | -1% | 0% | -2% | -5% | 4% | -4% | 5% | -9% | -5% | -6%
IL2 activator | 1.0 | -4.0 | -0.1 | -0.2 | 0.6 | 1.6 | -1.5 | -2.8 | -0.3 | -5.5
EPAC1 agonist | 5% | -4% | 9% | 6% | 0% | 7% | -2% | 6% | 16% | 7%
WRN inhibitor | -4% | -1% | -8% | -13% | 5% | 5% | -1% | -7% | 3% | 6%
Abeta rescue | 2% | 6% | 0% | 4% | 11% | 9% | -17% | 16% | -5% | -25%
PI5P4K alpha inh | 12 | -2 | 0 | -7 | -1 | -4 | 16 | -2 | -3 | -6
FUS yeast rescue | 4% | 25% | -7% | 31% | -3% | -47% | ? | -13% | -16% | 15%

31: CCCNC(=O)CSc1ccc(S(=O)(=O)N(C)C2CCCCC2)cn1
32: COCCCN1CN=C(Nc2nc3ccccc3o2)NC1
33: COc1cc(/C=N/NC(=O)c2ccncc2)ccc1OC(C)=O
34: CN(CCC#N)S(=O)(=O)c1cc2c3c(c1)CCN3C(=O)CC2
35: CC1CCN(C(C(=O)Nc2ccc3c(c2)OCO3)c2ccccc2)CC1 (stereo not drawn)
36: COc1ccc(-n2c(N)c(C(=O)NCc3ccco3)c3nc4ccccc4nc32)cc1OC
37: CN(C)c1ccc(Sc2nnc(NC(=O)Nc3ccc(Cl)cc3Cl)s2)cc1
38: COc1ccccc1CNC(=O)C1CCCN(S(=O)(=O)c2ccc3c(c2)C(C)(C)C(=O)N3C)C1 (stereo not drawn)
39: Fc1ccc(CSc2ncnc3sc4c(c23)CCCC4)cc1
40: CC1(C)Cc2c(cnn2-c2cccc(F)c2)C(NC(=O)c2csnn2)C1 (stereo not drawn)

screen / no. | 31 | 32 | 33 | 34 | 35 | 36 | 37 | 38 | 39 | 40
EPAC1 antagonist | -3% | 10% | 21% | -5% | 5% | 7% | 10% | -5% | 6% | -15%
PLK1 PBD block | 5% | 7% | 2% | -1% | 4% | -3% | 3% | -11% | -1% | -4%
IL2 activator | -2.0 | 2.7 | 1.3 | 1.0 | -3.9 | -5.4 | -3.6 | -0.3 | -1.3 | -4.2
EPAC1 agonist | 9% | 0% | 6% | 6% | -8% | 5% | -3% | 6% | 3% | 9%
WRN inhibitor | 4% | 6% | -1% | -2% | 0% | -7%[57.1 µM] | 10% | 1% | -2% | -26%
Abeta rescue | -4% | 4% | -2% | nt | 0% | 4% | 4% | -4% | 0% | 7%
PI5P4K alpha inh | -6 | -4 | 0 | 5 | 7 | 2 | -6 | 19 | 4 | 1
FUS yeast rescue | -25% | 20% | -30% | 2% | -17% | 13% | nt | 20% | -1% | 4%

41: COc1ccc(CNC(=O)CN(C(=O)CCC(=O)Nc2nccs2)c2ccc(C)cc2)cc1
42: CCNc1nc(NCC)n2c(SCC(=O)NC34CC5CC(CC(C5)C3)C4)nnc2n1
43: C=CCN(c1ccccc1)S(=O)(=O)c1cccc(C(=O)N2CC(C)CC(C)C2)c1 (stereo not drawn)
44: CCc1ccc(NC(=O)COC(=O)c2cccs2)cc1
45: CCC(C)c1ccccc1OCCOCCN1CCCC1 (stereo not drawn)
46: COC(=O)c1sccc1NC(=O)Nc1cc(C)ccc1OC
47: c1ccc(Cc2cc[n+](Cc3ccccn3)cc2)cc1
48: O=C1OC(NC(=O)c2ccccc2)C(n2cc(CO)nn2)=C1Cl (stereo not drawn)
49: COc1cc(C(=O)OCc2ccccc2C#N)ccc1OCC(=O)N1CCOCC1

screen / no. | 41 | 42 | 43 | 44 | 45 | 46 | 47 | 48 | 49
EPAC1 antagonist | -18% | -23% | -15% | -4% | 14% | -19% | -4% | -12% | -19%
PLK1 PBD block | 1% | -8% | 1% | -3% | -3% | -13% | -3% | 9.5µM* | 0%
IL2 activator | -3.3 | 2.6 | 2.1 | -0.1 | 0.1 | -1.5 | -3.5 | -2.1 | -0.1
EPAC1 agonist | 10% | 3% | ? | 1% | -3% | -2% | -1% | -10% | 19%
WRN inhibitor | -8% | -6% | -3% | 0% | -4% | -3% | 10% | 50µM* | 2%
Abeta rescue | 0% | -1% | -17% | 17% | -28% | 18% | 3% | -5% | -1%
PI5P4K alpha inh | 0 | 2 | 0 | -8 | 1 | 3 | 2 | ? | -4
FUS yeast rescue | 7% | -8% | ? | 3% | -1% | -9% | -3% | 0% | -2%
